Compound activity (PubChem)
NS3 helicase inh – inhibitors of Hepatitis C virus NS3 helicase. NS3 helicase DNA unwinding, Cy5 molecular beacon fluorescence. inhibition, % at 10.9 µM. 290,000 tested, 0.56% active. AID 1800;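 active = inhibition above the mean of all tested compounds plus 3 SD, set per campaign, cut at about 35% in these data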;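 note: 0% = DMSO wells and 100% = thioflavine S control wells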
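Compound dosing – single dose, 10.9 µM nominal final, DMSO 0.8% final · System – NS3 helicase fragment of HCV · Buffer or medium – MOPS pH 6.5, MgCl2, DTT, Tween20, BSA · Signal – Cy5 beacon fluorescence read at start and 1 h · Also added – annealed dual-labelled DNA beacon duplex, ATP-started · Schedule – 1 h at 25 °C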
CRFR2-BP ag – CRF-BP/CRF-R2 complex agonism | activation, % at 13.2 µM | AID 588473 | 350,000 tested, 0.46% active | HEK293 CRF-R2/CRF-BP, calcium dye fluorescence (FLIPR); percent of saturating CRF peptide response;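 active = activation of at least 50%, plus an integration ratio under a set limit after plate pattern correction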;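 note: plate controls were neutral control wells without compound for no effect and CRF at EC100 for full effect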
GalR3 antagonist – antagonists of human GalR3; 360,000 tested, 0.44% active; inhibition, % at 3 µM; HEK293 GalR3-CNG cAMP membrane potential fluorescence; galR3 body fused to GalR1 C-terminus;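 active = inhibition above the screen-wide average plus 3 SD, cut at about 13% in these data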;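 note: forskolin and galanin both at EC90 stimulate the cells; cAMP rise reported by CNG channel membrane potential dye signal; 0% = forskolin plus galanin with DMSO and 100% = forskolin alone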
Target sequence (O60755 1-299 limits assumed): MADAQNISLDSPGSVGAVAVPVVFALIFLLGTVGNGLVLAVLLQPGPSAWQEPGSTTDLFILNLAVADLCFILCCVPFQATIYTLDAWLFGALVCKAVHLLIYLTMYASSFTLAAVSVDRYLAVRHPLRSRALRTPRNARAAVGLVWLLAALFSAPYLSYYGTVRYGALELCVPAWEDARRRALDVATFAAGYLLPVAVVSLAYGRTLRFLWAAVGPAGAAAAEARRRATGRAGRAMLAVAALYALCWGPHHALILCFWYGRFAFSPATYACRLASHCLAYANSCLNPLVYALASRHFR
CRFR2-BP antag – antagonists of CRF-binding protein/CRF-R2 receptor complex; inhibition, % at 11.8 µM; 350,000 tested, 0.59% active; HEK293 CRF-R2/CRF-BP, CRF-induced calcium fluorescence;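 active = inhibition of the ligand-induced calcium signal above about 50% at the single tested concentration, limit read from the data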
MEKK2mut PB1 HTS – signal of MEK5 binding to mutant human MEKK2 PB1 domain; bead flow cytometry, Alexa488-MEK5 binding to MEKK2 mutant; percent response, % at 10 µM; 290,000 tested, 0.35% active; AID 1530; in the data active = percent response above about 24%, passing the limit was not always enough; note: inactives centre near 1; some results filed as inactive read as strong as hits
MEKK3 PB1 HTS – MEKK3-MEK5 PB1 interaction, increase or decrease; bead-based flow cytometry, Alexa488-MEK5 binding to MEKK3; actives lie on both sides; 0 = blocked by unlabeled MEK5, 100 = vehicle; Q99759; 290,000 tested, 1.4% active; binding response (% of control), % at 10 µM;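 active = binding response more than 3 SD above or below the average of its plate-row segment, actives on both sides; inconclusive = wells at one plate position flagged as instrument error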;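 note: Alexa488 bead fluorescence after subtracting the streptavidin-only scavenger bead signal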
Target sequence (Q99759 whole entry, looked up): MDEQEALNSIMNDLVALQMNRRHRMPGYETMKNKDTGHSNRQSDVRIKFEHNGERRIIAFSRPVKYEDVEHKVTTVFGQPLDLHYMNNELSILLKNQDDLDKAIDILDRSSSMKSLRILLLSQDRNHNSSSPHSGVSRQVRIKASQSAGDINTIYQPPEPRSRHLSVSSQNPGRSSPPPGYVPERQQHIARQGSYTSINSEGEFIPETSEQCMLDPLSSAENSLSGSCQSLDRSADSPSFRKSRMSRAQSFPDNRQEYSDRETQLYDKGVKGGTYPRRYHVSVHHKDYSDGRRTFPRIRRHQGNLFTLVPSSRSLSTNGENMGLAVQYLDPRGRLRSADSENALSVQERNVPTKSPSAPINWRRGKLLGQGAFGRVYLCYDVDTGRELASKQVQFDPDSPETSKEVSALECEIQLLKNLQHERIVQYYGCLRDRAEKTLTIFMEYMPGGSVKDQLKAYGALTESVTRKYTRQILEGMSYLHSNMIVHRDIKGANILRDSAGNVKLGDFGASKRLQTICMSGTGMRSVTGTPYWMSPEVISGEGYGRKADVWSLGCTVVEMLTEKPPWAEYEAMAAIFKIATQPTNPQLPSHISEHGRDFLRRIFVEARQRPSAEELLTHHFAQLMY
SUMO HTRF inh – inhibitors of human SUMOylation (UBC9). P63279. HTRF SUMOylation assay, SAE1/SAE2 + UBC9, in vitro. inhibition, % at 35 µM. 290,000 tested, 0.36% active. AID 2006; in the data active = inhibition above about 50%, passing the limit was not always enough; inconclusive = no clear call, values can overlap the other calls; note: strong numbers were not always called active
Target sequence (P63279 whole entry, looked up): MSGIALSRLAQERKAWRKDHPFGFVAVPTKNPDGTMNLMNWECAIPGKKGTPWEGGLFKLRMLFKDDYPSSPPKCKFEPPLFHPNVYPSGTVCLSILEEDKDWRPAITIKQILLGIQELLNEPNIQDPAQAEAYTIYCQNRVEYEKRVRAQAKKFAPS
DNA FID counter – counter-screen for HCV NS3 helicase inhibitors: DNA intercalator displacement; inhibition, % at 7.9 µM; 290,000 tested, 0.17% active; DNA fluorescent intercalator displacement, fluorescence; in the data active = inhibition above about 37%;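 note: 0% = vehicle and 100% = reference compound; higher means more ethidium bromide displaced from hairpin DNA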
MEKK2 WT-MEK5 – raises or lowers MEK5 binding to wildtype human MEKK2 PB1 domain; Q9Y2U5; bead flow cytometry, Alexa488-MEK5 binding to MEKK2 WT; actives lie on both sides; binding response (% of control), % at 10 µM; 290,000 tested, 1.1% active; in the data active = binding response below about 67% or above about 130%; inconclusive = no clear call, values can overlap the other calls; inactive = in between
* marks the source's active call; other numbers are inactive results; ? = inconclusive; . = not tested or not shown; [ ] = another dose, or the depositor's remark. Some of the compounds tested; the hit share may differ from the screen's.

SMILES	NS3 helicase inh	CRFR2-BP ag	GalR3 antagonist	CRFR2-BP antag	MEKK2mut PB1 HTS	MEKK3 PB1 HTS	SUMO HTRF inh	DNA FID counter	MEKK2 WT-MEK5
Cc1ccccc1N1C(=O)c2cccc3c(N(C)CCO)ccc(c23)C1=O	-6	159*	3	-152	-1	101	11	-10	98
CC(Nc1nc(-c2ccc(F)cc2)cs1)c1nc2cc(C(F)(F)F)ccc2n1CCCO (stereo not drawn)	.	-1.3	-7	-11	0	98	.	.	101
CCc1nc(SCC(=O)Nc2cccc3ccccc23)[nH]c(=O)c1C	-16	-2.1	-8	14	-4	98	-8	-10	97
CCO[C@@H]1OC(C(=O)NCc2ccccc2)=C[C@H](C2CCCCC2)[C@H]1CCCO	0	0.1	-7	5	5	109	-1	-39	102
COC(=O)c1cc(NC(=O)Cc2ccccc2[N+](=O)[O-])cc(C(=O)OC)c1	-3	-1.0	-4	2	2	101	0	9	101
CC(C)C(=O)Nc1nnc(S(=O)(=O)N2CCCc3ccccc32)s1	3	-2.0	6	-3	-2	98	9	-25	97
Cc1ccc(N2C(=O)C3N=NN(CC(=O)N4N=C(c5cccc6ccccc56)CC4c4ccccc4)C3C2=O)cc1 (stereo not drawn)	18	24	-5	-8	-3	98	34	-20	97
CCN1CCN(C(=S)c2ccc(Cl)cc2)CC1	0	1.2	-1	-10	2	107	6	0	111
CC1CCN(S(=O)(=O)c2ccc(C(=O)OCc3ccc4c(c3)OCO4)cc2)CC1	-10	12	-5	-56	1	103	-18	-2	98
O=C(COc1ccc(-n2cnnn2)cc1)NC1CCCCC1	-16	-1.1	-3	25	5	106	-25	-2	99
COc1ccc(NC(=O)c2[nH]c(C)c(C(C)=O)c2C)cc1S(=O)(=O)N1CCOCC1	1	-0.8	-3	2	0	129*	0	-9	105
CSc1nc2ccccc2c(=O)n1C1CCOC(C)(C)C1 (stereo not drawn)	6	-0.1	-2	0	-3	99	-12	-16	96
COc1ccc(C(=O)NCC(=O)OCC(=O)Nc2sccc2C#N)cc1OC	5	0.8	1	-3	-1	100	16	-1	98
CCc1cc(C(=O)c2ccc(OC)cc2)c(NC(=O)CN2CCN(C)CC2)s1	-72	1.2	-3	-32	9	101	7	16	122
Cc1ccc2nc(-c3ccccc3)cc(C(=O)NCCCn3ccnc3)c2c1	-12	-0.3	-3	-21	2	100	27	9	102
Cc1cc(C(=O)Nn2cnnc2)cs1	1	4.7	-5	15	5	105	20	0	107
O=C(Oc1ccc2c(=O)c(Oc3ccc4ccccc4c3)coc2c1)c1cccnc1	11	4.3	5	-25	-3	104	33	1	104
CN1CCN(C(=O)CCNC(=O)Cn2cnc3ccccc3c2=O)CC1	11	-0.1	-9	23	8	104	13	-9	106
Cc1cc(/C=C2/NC(=O)N(Cc3ccccc3F)C2=O)c(C)n1C	6	4.5	0	4	-2	95	12	-6	91
COC(=O)c1ccc(C(=O)NC2CC(C)(C)Cc3c2cnn3-c2ccc(F)cc2)nc1 (stereo not drawn)	-8	0.5	-2	10	7	103	5	-42	105
CCn1cnc2sc(C(=O)Oc3cccc(C)c3)c(C)c2c1=O	18	15	-1	-91	0	101	-5	-12	103
CCOC(=O)c1cn(CC#N)c2cc(F)c(F)cc2c1=O	4	-0.5	-6	-2	-3	100	6	-1	100
CS(=O)(=O)N(Cc1ccccc1)c1ccc(C(=O)NCc2cccnc2)cc1	-5	-0.8	-3	-10	3	110	4	-16	113
Cc1ccc(N)cc1S(=O)(=O)N(C)C	0	-0.3	-1	-11	-13	97	8	5	90
CCCCc1cc(=O)oc2cc(OCC(=O)N3CCOCC3)ccc12	5	1.3	-7	-4	-3	99	12	-27	97

Reformatted with values under each structure: part of the list above.
Each structure is followed by: NS3 helicase inh, CRFR2-BP ag, GalR3 antagonist, CRFR2-BP antag, MEKK2mut PB1 HTS, MEKK3 PB1 HTS, SUMO HTRF inh, DNA FID counter, MEKK2 WT-MEK5
O=C(Oc1ccc2c(=O)c(Oc3ccc4ccccc4c3)coc2c1)c1cccnc1
    11, 4.3, 5, -25, -3, 104, 33, 1, 104
Cc1ccc(N)cc1S(=O)(=O)N(C)C
    0, -0.3, -1, -11, -13, 97, 8, 5, 90
CC(C)C(=O)Nc1nnc(S(=O)(=O)N2CCCc3ccccc32)s1
    3, -2.0, 6, -3, -2, 98, 9, -25, 97

The listing continues:
SMILES	NS3 helicase inh	CRFR2-BP ag	GalR3 antagonist	CRFR2-BP antag	MEKK2mut PB1 HTS	MEKK3 PB1 HTS	SUMO HTRF inh	DNA FID counter	MEKK2 WT-MEK5
CCC(C)NC(=O)c1ccc(CSCc2cccc(F)c2)o1 (stereo not drawn)	7	-0.5	-3	14	5	100	14	-13	102
Cc1nc(CS(=O)(=O)c2ccccn2)sc1C(=O)NNC(=O)c1ccccc1	-14	0.9	-4	5	-2	104	8	-2	104
COC(=O)c1c(C)[nH]c(-c2csc(N)n2)c1C	-6	11	-3	44	0	119	13	-3	109
CSc1nc(C)c(Cc2ccccc2)c(=O)[nH]1	3	-1.0	-1	16	6	104	-12	-2	104
O=C(Nc1nnc(-c2ccco2)o1)c1cccc(Cl)c1	-11	-0.7	5	2	-3	95	11	-11	92
Cc1cc(=O)n2nc(N3CCC(C(=O)NCc4ccc(Cl)cc4)CC3)sc2n1	-2	0.4	0	7	3	105	-11	-40	103
CC(C)CCNC(=O)C12CN(Cc3ccccc3)CC1C(c1ccc([N+](=O)[O-])cc1)=NO2 (stereo not drawn)	-16	-0.7	-8	1	6	103	15	-9	110
O=C(NCc1ccco1)c1cccc(NS(=O)(=O)c2ccccc2F)c1	-1	-1.7	0	3	-2	101	15	1	101
CCOC(=O)N1CCC(NC(=O)C2CCN(c3nc(-c4ccc(OC)cc4)no3)CC2)CC1	7	-1.9	-3	-1	.	.	25	-2	.
CC1(C)C(C#N)=C(N)OC2=C1C(=O)CCC2	-7	2.3	-8	-7	-23	?	19	1	?
CC(=O)c1ccc(NC(=O)C2CCC(C)NC2=O)cc1 (stereo not drawn)	-1	1.9	-1	-4	8	100	18	-3	103
O=C(c1sc2ccccc2c1Cl)N(Cc1ccccc1Cl)C1CCS(=O)(=O)C1 (stereo not drawn)	-9	0.7	-5	-24	5	109	-1	-26	108
COc1ccc(CN(CC(=O)NC2CCCC2)C(=O)c2onc(C(N)=O)c2N)cc1	3	-0.1	-6	-3	-9	88	-5	1	80
CCOC(=O)C1CCN(CC(O)COCc2ccc3c(c2)OCO3)CC1 (stereo not drawn)	-7	-2.5	-6	5	-3	98	-2	3	94
Cc1ccc(/C(N)=N/OC(=O)COc2ccc(Cl)c(C)c2)cc1	12	5.9	-6	5	-2	96	4	-3	98
S=c1[nH]nc(-c2ccc(Cl)cc2Cl)n1-c1ccc2c(c1)OCCO2	5	-0.5	-1	3	2	97	3	-30	99
O=C(COc1ccccc1)Nc1ncn[nH]1	-3	3.2	4	6	1	100	19	-4	101
O=C(O)CC/C(=C\c1cccc(NC(=O)c2ccccc2Cl)c1)c1nc2ccccc2s1	7	-3.1	-6	7	-7	97	33	-33	89
CN1C(=O)c2ccc(C(=O)Nc3ccc(Br)cn3)cc2C1=O	-7	-0.7	-3	10	1	102	14	0	104
CCOc1ccc(S(=O)(=O)N(C)CC(=O)NC2CC2)cc1	-8	0.8	1	9	5	107	22	-10	112
Cc1cc(Oc2ccccc2)nc(-c2ccccc2O)n1	-2	2.0	-5	48	-5	97	-7	-2	95
CCc1ccc(NC(=O)Nc2cccs2)cc1	44*	1.3	0	-3	-3	95	8	-8	96
CSc1nnc(SCC#N)s1	-2	6.5	-2	16	6	96	-4	-1	99
Cc1ccc(S(=O)(=O)NN)c(C)c1N1CCCC1=O	15	0.7	-5	-12	-21	44*[inhibitor]	3	-4	58
O=C(COC(=O)c1ccccc1F)Nc1cc(S(=O)(=O)N2CCOCC2)ccc1N1CCCC1	-8	-0.1	-8	12	-2	116	16	-17	102
SMILES	NS3 helicase inh	CRFR2-BP ag	GalR3 antagonist	CRFR2-BP antag	MEKK2mut PB1 HTS	MEKK3 PB1 HTS	SUMO HTRF inh	DNA FID counter	MEKK2 WT-MEK5
COc1cccc(N(C(=O)c2ccn[nH]2)C2(C(=O)Nc3c(C)cccc3C)CCCCC2)c1	-18	1.0	-6	6	2	101	7	-35	102
CCCc1cc(=O)[nH]c(SCc2ccc(C#N)cc2)n1	6	0.2	-3	-3	2	109	6	-13	108
COC(CNC(=O)C1CCCN(S(=O)(=O)c2ccc3c(c2)oc(=O)n3C)C1)OC (stereo not drawn)	11	1.6	-6	1	1	102	-9	-1	102
COc1ccccc1CNCC(=O)N1CC(=O)Nc2ccccc21	0	-1.4	1	11	2	104	4	5	104
CC1CCN(C(=O)CSc2nnc(-c3ccc(S(=O)(=O)N4CCOCC4)cc3)n2C)CC1	-3	0.7	-9	1	4	102	-15	-26	103
Cc1ccc(C(C(=O)NC2CCCC2)N(C(=O)CNC(=O)c2cccs2)c2cccnc2)o1 (stereo not drawn)	-4	-1.1	-1	-4	4	71*[inhibitor]	6	-17	106
Cc1cc(C)c2nc(-c3cccnc3)cc(C(=O)NC(C)c3cnn(C)c3C)c2c1 (stereo not drawn)	-2	-0.6	-1	-26	2	106	20	-35	104
Cn1c(Cc2cccs2)nnc1SC/C=C/c1ccccc1	4	1.4	1	7	11	100	11	-19	100
COc1cc(C2C(C(=O)OC(C)C)=C(C)Nc3ncnn32)cc(OC)c1OC (stereo not drawn)	7	4.6	.	-21	17	111	3	-15	116

Sorted by heavy-atom count (highest first): part of the list above
SMILES	NS3 helicase inh	CRFR2-BP ag	GalR3 antagonist	CRFR2-BP antag	MEKK2mut PB1 HTS	MEKK3 PB1 HTS	SUMO HTRF inh	DNA FID counter	MEKK2 WT-MEK5
O=C(COC(=O)c1ccccc1F)Nc1cc(S(=O)(=O)N2CCOCC2)ccc1N1CCCC1	-8	-0.1	-8	12	-2	116	16	-17	102
CC1CCN(C(=O)CSc2nnc(-c3ccc(S(=O)(=O)N4CCOCC4)cc3)n2C)CC1	-3	0.7	-9	1	4	102	-15	-26	103
O=C(Oc1ccc2c(=O)c(Oc3ccc4ccccc4c3)coc2c1)c1cccnc1	11	4.3	5	-25	-3	104	33	1	104
Cc1cc(C)c2nc(-c3cccnc3)cc(C(=O)NC(C)c3cnn(C)c3C)c2c1 (stereo not drawn)	-2	-0.6	-1	-26	2	106	20	-35	104
CS(=O)(=O)N(Cc1ccccc1)c1ccc(C(=O)NCc2cccnc2)cc1	-5	-0.8	-3	-10	3	110	4	-16	113
CCc1nc(SCC(=O)Nc2cccc3ccccc23)[nH]c(=O)c1C	-16	-2.1	-8	14	-4	98	-8	-10	97
O=C(COc1ccc(-n2cnnn2)cc1)NC1CCCCC1	-16	-1.1	-3	25	5	106	-25	-2	99
Cc1cc(Oc2ccccc2)nc(-c2ccccc2O)n1	-2	2.0	-5	48	-5	97	-7	-2	95
CCCc1cc(=O)[nH]c(SCc2ccc(C#N)cc2)n1	6	0.2	-3	-3	2	109	6	-13	108
CCN1CCN(C(=S)c2ccc(Cl)cc2)CC1	0	1.2	-1	-10	2	107	6	0	111
CC1(C)C(C#N)=C(N)OC2=C1C(=O)CCC2	-7	2.3	-8	-7	-23	?	19	1	?
CSc1nnc(SCC#N)s1	-2	6.5	-2	16	6	96	-4	-1	99
